# High-throughput results deposited in PubChem BioAssay by several laboratories.
# NS5 inhibitors: Dengue-2 NS5 methyltransferase inhibitors, primary screen, biochemical, confirmation dose response (AID 588689) | Dengue-2 NS5 methyltransferase capping enzyme assay, biochemical; higher % means a stronger effect | one-dose inhibition, % at 25 µM; IC50 in µM for titrated hits | 0.3% of 340,000 active; in the data active means a potency from the dose series; inconclusive means inhibition above about 29% without an active follow-up result
# West Nile virus CPE: inhibition of WNV-induced cytopathic effect – cell-based, CPE readout (AID 1621); West Nile virus-infected cells, CPE inhibition; higher % means a stronger effect; one-dose CPE inhibition, % at 10 µM; IC50 in µM for titrated hits; 0.02% of 290,000 active; in the data active means a potency from the dose series; inconclusive means CPE inhibition mostly from about 3.7% at the one dose, without a potency; inactive means the rest, 99 in 100 with CPE inhibition below about 2.2%; further: strong numbers were not always called active
# KOR beta-arrestin-1: kappa opioid receptor activators – cell-based, luminescence, uHTS, primary screen (AID 1777). activation, % at 10 µM; hits with a dose series show EC50 in µM. 0.02% of 280,000 active. KOR beta-arrestin recruitment, luminescence; higher % means a stronger effect; in the data active means activation above about 50%, passing the limit was not always enough; further: a part of the inactive calls stands beside numbers as strong as those of hits
# KOR beta-arrestin-2: KOR antagonists, beta-arrestin recruitment, cell-based, luminescence, uHTS (AID 1778); one-dose inhibition, % at 10 µM; IC50 in µM for titrated hits; 0.091% of 290,000 active; KOR beta-arrestin recruitment, luminescence, antagonist mode; higher % means a stronger effect; further: strong numbers were not always called active
# Yfh1-depleted yeast: mitochondrial function rescue without frataxin homolog – Friedreich's ataxia, plus single-dose screen, dose response (AID 1465); fold induction at 50 µM, or EC50 in µM where a hit was titrated; 0.074% of 220,000 active; S. cerevisiae Yfh1-off respiration, WST-1 reduction, 72 h; higher fold induction means a stronger effect;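 active means fold induction of absorbance versus untreated yeast above a set limit, then at least 30% activation at any dose in follow-up; inconclusive means repeats straddling the limit, or above it without dose testing; inactive means fold induction below the set limit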;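 further: activators that raise dye reduction in frataxin-depleted yeast; strong numbers were not always called active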
# NOD1 inhibition: NOD1 signaling inhibitors, primary screen, cell-based, luminescence, uHTS (AID 1578) | 1% of 290,000 active | NOD1-driven NF-kB luciferase reporter cells, luminescence; higher % means a stronger effect | inhibition, % at 4 µM; hits with a dose series show EC50 in µM; in the data active means inhibition mostly above about 36%, no sharp cut-off; inactive means mostly below about 34%;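 further: HEK-293T reporter cells stimulated with the NOD1 agonist gamma-tri-DAP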
# NOD2 inhibition: inhibition of NOD2-driven NF-kB reporter – cell-based, luminescence, uHTS, HEK293 (AID 1566); HEK293 NOD2/NF-kB luciferase reporter, luminescence; higher % means a stronger effect; 0.63% of 290,000 active; inhibition, % at 4 µM; hits with a dose series show EC50 in µM; further: many of its hits are not listed in these tables
# HIV fusion peptide: inhibitors of HIV fusion peptide binding, primary screen, biochemical, uHTS, fluorescence dequenching (AID 1986); one-dose inhibition, % at 20 µM; IC50 in µM for titrated hits; 0.3% of 290,000 active; cell-free peptide binding, fluorescence dequenching, 30 min; higher % means a stronger effect; in the data active means inhibition mostly above about 52%, no sharp cut-off; inactive means mostly below about 76%; further: some results filed as inactive read as strong as hits
# AID2073: disruptors of CaV2.2 binding to Mint1 – biochemical, HTRF (AID 2073). HTRF protein-protein interaction, Mint1-CaV2.2; higher % means a stronger effect. inhibition, % at 20 µM; hits with a dose series show IC50 in µM. 0.19% of 290,000 active; in the data active means inhibition mostly above about 51%, no sharp cut-off; inconclusive means no clear call, values can overlap the other calls; inactive means mostly below about 53%; further: some results filed as inactive read as strong as hits
# NS5 inhibitors pilot replicate: further read-out of NS5 inhibitors, marked with its call; inhibition, %; measured here: pilot screen replicate inhibition
# The depositor's hits bear a star; i = inactive; ? = inconclusive; nt = not tested or not shown; [ ] = remark or other dose. Unless noted, no stated cut-off is given here; in the data, active means inhibition above about 50%; inactive means the rest.
SMILES,NS5 inhibitors,West Nile virus CPE,KOR beta-arrestin-1,KOR beta-arrestin-2,Yfh1-depleted yeast,NOD1 inhibition,NOD2 inhibition,HIV fusion peptide,AID2073,others
CC(C)(C)NC(=O)C1N(c2cccnc2)C(=O)C2C(C(=O)Nc3ccccc3F)C3(C)C=CC21O3 (configuration not stated),2%,0.0%,-4.4%,-5%,i,-5%,0%,-1.8%,0%,
COc1ccc(C2C(C(=O)NCC3CCCO3)c3cc(OC)c(OC)cc3C(=O)N2C)cc1OC (configuration not stated),-5%,0.2%,-2.7%,12%,i,-14%,8%,1.9%,-5%,
O=C(CCC(=O)N(CC(=O)NC1CCCCC1)Cc1ccc(F)cc1)Nc1nccs1,3%,-0.6%,-2.3%,26%,nt,-4%,6%,-0.9%,8%,
CC(=O)Nc1ccc(S(=O)(=O)NCc2nc(-c3ccccc3Cl)no2)cc1,-2%,-0.2%,3.1%,-7%,nt,-10%,-8%,1.0%,4%,
OC1(C#CCN2CCCC2)c2ccccc2-c2ccccc21,1%,-0.8%,2.2%,-54%,i,-7%,7%,0.6%,2%,
COC(=O)c1sccc1NC(=O)CN1CCN(c2ccc(F)cc2)CC1,5%,-0.4%,2.9%,6%,i,10%,2%,2.8%,1%,
Cc1ccc2cc(C(c3nnnn3C(C)(C)C)N3CCCCCC3)c(=O)[nH]c2c1 (configuration not stated),-6%,-0.1%,9.7%,10%,i,-19%,0%,-0.9%,5%,
COc1ccccc1NC(=O)c1ccc(C(=O)Nc2ccccc2OC)nc1,10%,0.0%,-5.9%,-84%[20 µM],nt,-4%,13%,-0.3%,24%,
CCn1nc(C)c(/C=N/NC(=O)c2ccc3c(c2)c(C)c(C)n3Cc2ccccc2)c1C,-4%,nt,-3.5%,-5%,nt,-2%,-10%,-4.5%,21%,
CC(=O)N1c2ccc(S(=O)(=O)NC(CC(=O)O)c3ccc(Br)cc3)cc2CC1C (configuration not stated),-2%,0.8%,-7.5%,-13%,nt,-25%,18%,-0.6%,5%,
COc1ccc(NC(=O)C(=O)c2cn(CC(=O)N3CCCC3)c3ccccc23)cc1OC,0%,0.5%,2.0%,15%,nt,-6%,9%,0.8%,-1%,
CCCS(=O)(=O)N1CCCC(C(=O)NCCCOC(C)C)C1 (configuration not stated),12%,0.1%,1.3%,30%,i,3%,9%,-2.2%,0%,
O=C(NC(=S)Nc1ccccc1N1CCCCC1)c1ccc(F)cc1,1%,-0.6%,-5.3%,-17%,nt,-6%,7%,0.5%,-4%,
O=C(O)CC(NC(=O)c1ccco1)c1ccco1 (configuration not stated),0%,-0.4%,5.8%,-12%,nt,5%,4%,0.9%,9%,
Cc1cc(N2CCCCC2)nc(SCC(=O)c2ccccc2)n1,-5%,-0.1%,-1.7%,-14%,i,-34%,-10%,3.2%,-4%,
CCCOc1ccc(N2CC(C(=O)Nc3ccccc3OC)CC2=O)cc1 (configuration not stated),4%,-0.2%,-4.2%,16%,i,-4%,13%,0.8%,1%,
CCC(=O)c1c[nH]c(C(=O)NCc2cccc(C(F)(F)F)c2)c1,-3%,-0.7%,0.9%,8%,nt,-14%,9%,-0.7%,-9%,
CCOC(=O)c1c(NC(=O)C2CC2)sc(C)c1CC,-14%,-1.1%,9.2%,-63%,i,8%,0%,0.2%,-11%,
N#Cc1c(NC(NC(=O)c2ccco2)C(=O)c2ccccc2)sc2c1CCCC2 (configuration not stated),-1%,-0.7%,-3.0%,29%,i,-6%,1%,4.1%,-8%,
CN1C(=O)/C(=C2\SC(=S)N(C(CCC(=O)O)C(=O)O)C2=O)c2ccccc21 (configuration not stated),9%,-0.1%,-7.0%,0%,i,16%,5%,-1.4%,-9%,

# Among those listed so far, two have a tert-butyl group.
SMILES,NS5 inhibitors,West Nile virus CPE,KOR beta-arrestin-1,KOR beta-arrestin-2,Yfh1-depleted yeast,NOD1 inhibition,NOD2 inhibition,HIV fusion peptide,AID2073,others
CC(C)(C)NC(=O)C1N(c2cccnc2)C(=O)C2C(C(=O)Nc3ccccc3F)C3(C)C=CC21O3 (configuration not stated),2%,0.0%,-4.4%,-5%,i,-5%,0%,-1.8%,0%,
Cc1ccc2cc(C(c3nnnn3C(C)(C)C)N3CCCCCC3)c(=O)[nH]c2c1 (configuration not stated),-6%,-0.1%,9.7%,10%,i,-19%,0%,-0.9%,5%,

# (next part)
SMILES,NS5 inhibitors,West Nile virus CPE,KOR beta-arrestin-1,KOR beta-arrestin-2,Yfh1-depleted yeast,NOD1 inhibition,NOD2 inhibition,HIV fusion peptide,AID2073,others
CCOc1cc(Br)ccc1S(=O)(=O)NCc1ccccc1,-2%,nt,1.4%,-2%,nt,-11%,14%,-4.2%,-2%,
CCOc1cc(/C=N/NC(=O)Nc2ccccc2)ccc1O,-7%,0.7%,3.4%,-20%,i,-49%,-100%,-2.2%,-4%,
O=S(=O)(c1ccc2[nH]ccc2c1)N1CCCCCC1,-8%,0.8%,-1.4%,3%,nt,8%,12%,0.4%,16%,
CC(C)CNS(=O)(=O)c1ccc2c(c1)OCCO2,-1%,-0.1%,1.0%,3%,i,0%,17%,-1.1%,2%,NS5 inhibitors pilot replicate=-1.5
CCc1ccc(OC(C)C(=O)N(Cc2ccccc2)C2CCS(=O)(=O)C2)cc1 (configuration not stated),2%,-0.7%,-3.7%,18%,nt,2%,8%,-0.3%,0%,
Clc1cc(NCc2cccs2)ccc1N1CCOCC1,20%,-0.4%,-3.6%,-6%,i,-33%,-38%,-1.1%,?,
Cc1nc2ccccc2n1CC(=O)NC1CCCC1,2%,0.0%,nt,nt,i,-29%,0%,-0.4%,-7%,
O=C(c1cnn2ccccc12)N(Cc1ccco1)C1CCCC1,0%,0.0%,-8.1%,10%,i,3%,20%,1.1%,-1%,
O=S(=O)(c1ccc2c(c1)N(Cc1ccc(Cl)cc1)C1CCCN21)N1CCOCC1 (configuration not stated),nt,0.0%,-2.8%,3%,i,-19%,12%,1.5%,1%,
CCOC(=O)c1[nH]c2ccc(OCC)cc2c1CCCN1C(=O)c2ccccc2C1=O,-11%,-0.1%,1.8%,10%,i,-36%,14%,0.3%,-4%,
Cc1ccccc1C(=O)N1CCN(c2ccc(NC(=O)c3ccc4c(c3)OCO4)cc2)CC1,-11%,0.0%,nt,-31%[20 µM],i,3%,-42%,-2.7%,3%,
O=Cc1ccc(Oc2ncccn2)cc1,-5%,0.3%,-2.6%,17%,i,-24%,4%,-1.8%,-7%,
c1c2c(cc3sc(N4CCOCC4)nc13)OCO2,-9%,0.0%,6.2%,-31%,i,21%,-68%,0.5%,-15%,
C=CCOc1ccccc1/C=N/NC(=O)Cc1ccccc1,-8%,0.4%,1.0%,-3%[20 µM],nt,-33%,1%,0.3%,11%,
CCOC(=O)c1ccc(OCC2NCCc3cc(OC)c(OC)cc32)cc1 (configuration not stated),6%,0.4%,-5.5%,4%,nt,4%,-9%,0.0%,6%,
COc1ccc(CCC(=O)Nc2ncc(C)s2)cc1OC,-5%,0.0%,1.7%,-3%,nt,4%,8%,1.9%,9%,
CCCCN(CCCC)C(=O)c1ccccc1NC(=O)CN1C(=O)c2ccccc2C1=O,4%,0.3%,3.6%,-2%,i,15%,-26%,-2.3%,4%,
O=C(Nc1ccc(CSc2ccccc2)cc1)c1ccccc1,1%,0.1%,-6.4%,35%,i,-41%,-40%,-1.2%,13%,
CCn1nnc(NC(=O)c2ccccc2Br)n1,0%,0.7%,-2.3%,-1%,i,-17%,0%,-0.2%,-8%,
COc1ccc(/C=N/NS(=O)(=O)c2ccccc2)cc1OS(=O)(=O)c1ccc(C)cc1,-8%,1.4%,-1.5%,-1%,i,-1%,12%,2.3%,-9%,
CCN(CC)c1ccc(NC(=O)COC(=O)c2ccc3ccccc3n2)cc1,12%,0.1%,3.6%,-31%,i,34%,-1%,-3.5%,-28%,
Cc1ccc(-n2c(SCC(=O)N/N=C/c3ccccc3C(=O)O)nnc2-c2ccc(Cl)cc2)cc1,-4%,0.1%,-0.5%,24%,i,-1%,15%,4.4%,18%,
Fc1ccccc1CNC(=S)NCc1ccc(Cl)cc1,-3%,-1.1%,-2.8%,31%,nt,-21%,-8%,0.7%,-2%,
COc1ccc2oc(C(=O)c3ccccc3)c(NC(=O)CN3CCN(C)CC3)c2c1,3%,nt,-2.1%,3%,nt,-32%,14%,-0.5%,0%,
COc1ccc(NC(=O)c2ocnc2C)cc1OC,-6%,2.2%,3.3%,-36%,i,-28%,1%,-1.2%,-1%,
S=C(NCCc1ccccc1)NC1CCCCCC1,1%,-0.9%,-0.5%,-9%,i,-27%,-80%,-2.6%,2%,
Cc1ccc(Nc2c(-c3ccccn3)nc3ccc(C)cn23)cc1,-3%,?,-5.1%,-2%,i,-5%,-131%,-1.0%,17%,
COc1cccc(C(=O)N2CCCc3ccccc32)c1,-7%,-0.6%,nt,-1%,i,-1%,-3%,0.2%,-4%,NS5 inhibitors pilot replicate=-7.8
Cc1cc(C(=O)NCC23CC4CC(CC(C4)C2)C3)c(C)o1,nt,-1.3%,-7.9%,-41%[20 µM],i,-28%,10%,0.2%,3%,
Cc1cccc(C)c1OCC(=O)NC1CC1,-2%,0.5%,-4.0%,23%,nt,-36%,-5%,1.5%,-1%,
O=c1cc(NCC2CCCO2)[nH]c(=O)n1-c1ccc(Cl)cc1 (configuration not stated),-1%,0.0%,6.3%,9%,i,-16%,15%,2.9%,12%,
CC(=O)CCc1oc2c([N+](=O)[O-])cccc2c1-c1ccc(C)o1,12%,0.4%,nt,-4%[20 µM],i,3%,-24%,1.0%,34%,
Cc1ccc(S(=O)(=O)Nc2nc3ccccc3s2)cc1,-6%,0.4%,-0.5%,10%,i,5%,11%,-1.0%,1%,

# Retrieved one by one from the entries so far:
SMILES,NS5 inhibitors,West Nile virus CPE,KOR beta-arrestin-1,KOR beta-arrestin-2,Yfh1-depleted yeast,NOD1 inhibition,NOD2 inhibition,HIV fusion peptide,AID2073,others
Cc1ccc(Nc2c(-c3ccccn3)nc3ccc(C)cn23)cc1,-3%,?,-5.1%,-2%,i,-5%,-131%,-1.0%,17%,
COc1ccc2oc(C(=O)c3ccccc3)c(NC(=O)CN3CCN(C)CC3)c2c1,3%,nt,-2.1%,3%,nt,-32%,14%,-0.5%,0%,
CC(=O)CCc1oc2c([N+](=O)[O-])cccc2c1-c1ccc(C)o1,12%,0.4%,nt,-4%[20 µM],i,3%,-24%,1.0%,34%,
Cc1cc(C(=O)NCC23CC4CC(CC(C4)C2)C3)c(C)o1,nt,-1.3%,-7.9%,-41%[20 µM],i,-28%,10%,0.2%,3%,

# Nothing new here: entries from further up.
SMILES,NS5 inhibitors,West Nile virus CPE,KOR beta-arrestin-1,KOR beta-arrestin-2,Yfh1-depleted yeast,NOD1 inhibition,NOD2 inhibition,HIV fusion peptide,AID2073,others
CC(C)(C)NC(=O)C1N(c2cccnc2)C(=O)C2C(C(=O)Nc3ccccc3F)C3(C)C=CC21O3 (configuration not stated),2%,0.0%,-4.4%,-5%,i,-5%,0%,-1.8%,0%,
COc1ccc(C2C(C(=O)NCC3CCCO3)c3cc(OC)c(OC)cc3C(=O)N2C)cc1OC (configuration not stated),-5%,0.2%,-2.7%,12%,i,-14%,8%,1.9%,-5%,

# Some of the compounds tested; rates above refer to the full screens.
